Wnt act: activators of Wnt/beta-catenin signaling; 300,000 compounds, 1.2% hits; Wnt/beta-catenin reporter cell assay, activator, plate reader; activation, % at 9.35 µM; in the data active = activation above about 30%, passing the limit was not always enough;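 also: 0% = neutral control wells and 100% = positive control wells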
CAL PDZ FP-1: blocks peptide binding to the human CAL PDZ domain | 300,000 compounds, 0.92% hits | Q9HD26 | inhibition, % at 24.9 µM | purified CAL PDZ, TMR-peptide fluorescence polarization, 1 h | AID 602252;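 active = mean inhibition of at least 30% with at least half of replicates also reaching 30%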;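 also: 0% = DMSO neutral control and 100% = excess unlabeled competitor peptide PRC23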
MITF act: increases MITF-driven TRPM1 promoter luciferase signal | 300,000 compounds, 0.75% hits | activation, % at 12.5 µM | SK-MEL-5 TRPM1-promoter luciferase, 24 h; % of positive control, neutral wells = 0;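 active = mean activation of at least 80% with every replicate also reaching 80%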;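 also: 0% = neutral control wells and 100% = parthenolide positive control wells; values of inactives mirror those of a sister screen read the other way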
CAL PDZ FP-2: blocks peptide binding to human CAL PDZ domain; 330,000 compounds, 0.02% hits; Q9HD26; purified CAL PDZ, TMR-peptide fluorescence polarization, 1 h; AID 504414; inhibition, % at 20 µM;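 active = highest replicate inhibition of at least 40%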;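 also: plate controls were DMSO neutral control wells for no effect and unlabeled competitor peptide control wells for full effect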
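Control set: unlabelled peptide and DMSO controls / Material: purified CerCALP PDZ construct / Timing: 1 h incubation at room temperature before polarization reading / Doses: 20 µM, one dose / Detection: fluorescence polarization (mP)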
dFosB activator: mouse delta FosB homodimer activation. P13346. purified delta FosB, TAMRA-CDK5 oligo fluorescence polarization; percent of positive-control signal above neutral wells. activation, % at 25 µM. 340,000 compounds, 0.99% hits;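 active = mean activation above about 17%, with every replicate also reaching it, limit read from the data, passing the limit was not always enough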;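 also: fluorescence polarization rise as delta FosB binds a TAMRA Cdk5 AP-1 oligo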
Target sequence (P13346 whole entry, looked up): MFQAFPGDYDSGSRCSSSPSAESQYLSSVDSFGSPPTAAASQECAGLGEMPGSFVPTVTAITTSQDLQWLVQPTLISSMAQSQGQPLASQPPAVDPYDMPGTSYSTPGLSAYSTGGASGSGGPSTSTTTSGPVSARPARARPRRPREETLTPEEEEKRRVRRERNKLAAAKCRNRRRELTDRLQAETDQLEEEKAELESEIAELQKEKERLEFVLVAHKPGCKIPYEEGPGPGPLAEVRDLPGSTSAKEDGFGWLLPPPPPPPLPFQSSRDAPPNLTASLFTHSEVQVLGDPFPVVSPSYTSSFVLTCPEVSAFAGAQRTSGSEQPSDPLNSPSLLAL
CDK5 inh: CDK5/p35 (human) kinase inhibition; Q00535+Q15078; Recombinant CDK5/p35, ADP-Glo luminescence, 60 min; inhibition, % at 10 µM; 330,000 compounds, 0.01% hits; AID 488839;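 active = highest replicate inhibition of at least 50% and at least 75% of replicates reaching 50%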;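 also: plate controls were DMSO neutral control for no effect and GW8510 at 10 µM for full effect; many of its hits are not listed in these tables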
Rtt109 Vps75: inhibitors of Candida albicans Rtt109/Vps75 histone acetyltransferase; Q5AAJ8; purified Rtt109/Vps75, ThioGlo CoA-SH fluorescence, 4 h; inhibition, % at 34.9 µM; 330,000 compounds, 0.16% hits; AID 540336;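 active = inhibition of at least 50% in every replicate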
Target sequence (Q5AAJ8 whole entry, looked up): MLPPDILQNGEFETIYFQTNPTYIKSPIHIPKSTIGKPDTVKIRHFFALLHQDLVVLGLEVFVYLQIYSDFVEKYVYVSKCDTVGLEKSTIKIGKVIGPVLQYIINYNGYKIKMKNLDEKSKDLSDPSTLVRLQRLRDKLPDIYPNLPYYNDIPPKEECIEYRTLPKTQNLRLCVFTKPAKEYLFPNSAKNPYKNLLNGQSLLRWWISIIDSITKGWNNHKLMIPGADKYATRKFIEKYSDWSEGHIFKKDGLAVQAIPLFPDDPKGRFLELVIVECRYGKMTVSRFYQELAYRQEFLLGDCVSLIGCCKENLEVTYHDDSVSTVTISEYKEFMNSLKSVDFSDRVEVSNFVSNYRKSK
cardiac RTF act: cardiac RTF calcium sensitization; AID 493008; 340,000 compounds, 0.24% hits; activation, % at 7.2 µM; IANBD-labeled TnC RTF fluorescence at EC20 calcium; 0% EC20 calcium, 100% full calcium;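 active = activation above the mean over all tested compounds plus 3 SD, cut at about 30% in these data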;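 also: rise in fluorescence read as greater calcium sensitivity of cardiac thin filaments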
V-ATPase pH: alters yeast V-ATPase proton transport | S. cerevisiae, pHLuorin cytosolic pH fluorescence | response, % at 10 µM | 350,000 compounds, 0.37% hits | AID 504577; in the data active = response mostly above about 7.3%, no sharp cut-off; inactive = mostly below about 5.4%; also: actives read high; inactives centre near 0; some compounds called inactive have numbers as strong as hits
Tat transport: E. coli Tat transport inhibition. AID 488895. E. coli MC4100 TorA-mCherry Tat export, fluorescence. 340,000 compounds, 0.036% hits. inhibition, % at 10 µM;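 active = mean replicate inhibition at least 50% and at least half of replicates individually reaching 50%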;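 also: exported cargo escapes ClpAP degradation while cytoplasmic cargo is degraded and loses fluorescence; 0% = median of neutral control wells and 100% = median of NaSCN control wells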
Starred values were filed as active, the others as inactive; · = no result given; + = active, no number.

SMILES	Wnt act	CAL PDZ FP-1	MITF act	CAL PDZ FP-2	dFosB activator	CDK5 inh	Rtt109 Vps75	cardiac RTF act	V-ATPase pH	Tat transport
CC(C)[C@@H](C(=O)O)N(Cc1cccc(CN([C@H](C(=O)O)C(C)C)S(C)(=O)=O)c1)S(C)(=O)=O	6.8	-4.8	-3.9	-2.1	-4.1	-2.7	0.0	0.0	2.6	-5.7
Cc1ccc(S(=O)(=O)N(CC(=O)N2CCCCCC2)c2ccccc2)cc1	·	·	0.6	-2.6	-1.9	1.1	6.0	-6.1	1.0	-0.7
Cc1n[nH]c(C)c1S(=O)(=O)N1CCCC(C(=O)NCc2cccs2)C1 (stereo unspecified)	·	7.1	2.1	-0.6	-4.7	0.7	5.1	-1.1	1.1	0.0
CCOC(=O)C1CCCN(C(=O)C2CCN(c3nnc(-n4cccc4)s3)CC2)C1 (stereo unspecified)	-3.7	·	-2.8	-0.7	-2.3	-0.8	6.8	3.8	0.1	-2.2
Cc1nnc2ccc(N3CCC4(CC3)OCCO4)nn12	·	·	-2.1	-1.6	-1.2	-1.3	-1.1	-0.5	-6.3	-1.5
Clc1ccc(-c2nc3cnccn3c2Nc2ccc3c(c2)OCO3)cc1	-3.0	-5.2	·	-0.8	-5.0	1.5	19.6	2.5	0.3	11.3
O=C(O)CC(NNC(=O)c1ccccc1)C(=O)Nc1ccc([N+](=O)[O-])cc1 (stereo unspecified)	3.4	-4.6	-1.0	-0.3	-6.6	-2.6	-6.3	9.9	-3.4	4.7
COc1ccc2c(c1)cc(C(=O)N[C@@H](Cc1ccccc1)C(=O)O)n2C	0.5	-2.6	-0.7	-1.2	10.0	-0.3	-0.5	-8.6	-1.6	-1.4
CCCc1nnn(S(=O)(=O)c2ccc([N+](=O)[O-])cc2)c1CCC	-1.3	-5.6	1.1	-0.6	-6.9	0.8	5.6	-3.9	2.9	1.4
COc1ccccc1C1=NOC(Cn2c(NCCCO)nc3c2c(=O)n(C)c(=O)n3C)C1 (stereo unspecified)	1.6	-3.3	·	-0.6	-3.7	-1.5	-5.1	5.4	-2.8	-6.9
CC(C)c1nc(SCC(=O)N2CCc3ccccc32)n[nH]1	4.0	-4.2	46.9	0.6	-3.1	1.4	-1.7	-1.9	-2.9	2.5
Cc1ccc(CNc2oc(-c3ccco3)nc2S(=O)(=O)c2ccccc2)cc1	-1.2	-0.3	-0.2	-1.1	2.3	-0.5	-0.3	5.5	1.1	-8.5
CC(=O)NC(=S)Nc1ccc(NC(=O)c2cccs2)cc1	·	-4.4	52.0	-0.8	0.3	0.7	-0.8	-5.6	-1.8	-9.6
O=C1c2ccccc2NC(c2c(Cl)cccc2Cl)N1Cc1ccccc1 (stereo unspecified)	·	-1.7	-1.4	-0.1	1.9	0.0	-17.0	-4.2	-0.2	8.7
CC(C)c1ccc(N(CC(=O)NCC2CCCO2)C(=O)CCC(=O)Nc2nccs2)cc1 (stereo unspecified)	-3.3	-6.1	13.7	0.9	-12.2	0.9	0.0	-1.9	0.1	8.0

Limited to V-ATPase pH and CDK5 inh, for some of the entries so far:
SMILES	V-ATPase pH	CDK5 inh
CC(C)c1nc(SCC(=O)N2CCc3ccccc32)n[nH]1	-2.9	1.4
Cc1n[nH]c(C)c1S(=O)(=O)N1CCCC(C(=O)NCc2cccs2)C1 (stereo unspecified)	1.1	0.7
CCOC(=O)C1CCCN(C(=O)C2CCN(c3nnc(-n4cccc4)s3)CC2)C1 (stereo unspecified)	0.1	-0.8
CC(C)c1ccc(N(CC(=O)NCC2CCCO2)C(=O)CCC(=O)Nc2nccs2)cc1 (stereo unspecified)	0.1	0.9
COc1ccccc1C1=NOC(Cn2c(NCCCO)nc3c2c(=O)n(C)c(=O)n3C)C1 (stereo unspecified)	-2.8	-1.5

Additional structures
SMILES	Wnt act	CAL PDZ FP-1	MITF act	CAL PDZ FP-2	dFosB activator	CDK5 inh	Rtt109 Vps75	cardiac RTF act	V-ATPase pH	Tat transport
Cc1nc2ccc(S(=O)(=O)Nc3ccccc3C)cc2s1	0.0	·	-4.6	-2.2	-4.9	-0.4	-0.3	-2.1	-3.8	-4.8
CCOc1ccc(CNC(=O)C(=O)c2cn(CC(=O)N3CCOCC3)c3ccccc23)cc1OC	1.1	-2.9	-7.3	-2.9	-2.6	-1.1	0.1	1.6	0.4	-2.1
COc1ccc(OC)c(/C=C2\SC(=S)N(N3CCOCC3)C2=O)c1	-1.7	-3.7	5.2	-0.3	-0.1	-0.9	-9.0	3.2	1.2	1.2
CN(CCOc1ccc(Br)cc1)CC(=O)Nc1cccc(S(=O)(=O)NC2=NCCC2)c1	-2.5	-4.4	-12.6	-3.6	-4.1	-2.5	-0.4	-0.5	-3.6	-1.5
CC1Sc2ccc(S(=O)(=O)N3CCC(C(=O)N(C)Cc4ccco4)CC3)cc2NC1=O (stereo unspecified)	-1.0	-4.5	-10.2	-3.1	2.1	1.8	11.8	2.1	0.9	5.6
C/C(=N\Nc1ccc(C(F)(F)F)cn1)c1ccncc1	7.4	-0.1	32.4	1.2	-8.9	0.8	10.2	2.2	-4.1	1.3
COc1ccc(-n2cnnc2SCC(=O)NC2CCCCC2)cc1	-1.3	·	-0.7	-0.2	0.8	0.0	-3.5	-3.3	-0.1	13.7
CC1(C)CC(=O)C(C=NC(CCC(N)=O)C(=O)O)=C(O)C1 (stereo unspecified)	·	-0.8	-2.0	-1.7	-8.4	3.7	27.4	1.2	4.5	-5.3
O=c1nc(-c2ccccc2)cc(C(F)(F)F)[nH]1	·	1.7	1.9	-0.6	-0.9	0.6	-1.3	2.3	3.3	-1.0
COc1ccc(CNCCSc2nnnn2C)c(OC)c1OC	-0.3	1.2	-11.6	-0.8	-4.2	0.2	7.4	2.0	2.6	-3.3
CCOC(=O)C1CCN(C(=O)C2(NC(=O)Nc3ccccc3Cl)CCCCC2)CC1	-3.9	-0.5	·	-2.4	-15.6	-0.8	6.8	-2.5	-2.1	1.2
CC[C@@H](C)[C@H](CNC)NC[C@@H](Cc1cccc2ccccc12)NCCc1cccc(C(F)(F)F)c1	-24.3	-0.1	-97.8	-0.5	19.1*	1.4	19.4	0.3	-2.5	-6.7
CCn1c(=O)c2c(nc3n2CCCN3Cc2ccccc2)n(C)c1=O	-0.2	-1.2	3.8	-0.7	-1.7	-1.2	-3.1	-4.5	4.6	2.1
Nc1cc(N)nc(SCc2cc([N+](=O)[O-])cc3c2OCOC3)n1	2.5	-1.7	5.3	-2.2	-1.6	0.6	0.7	2.8	-1.5	-7.0
COc1ccccc1N(CC(=O)NC(C)(C)C)C(=O)C1CSC(=O)C1 (stereo unspecified)	-4.7	9.6	·	-1.2	-1.2	1.3	-3.1	0.8	8.8	-5.0
COc1cc(/C=C2\C(=N)N3N=CSC3=NC2=O)ccc1OS(=O)(=O)c1ccccc1[N+](=O)[O-]	3.1	·	-7.3	0.3	-2.2	1.8	15.0	3.3	6.1	-5.7
CN(C)c1ccc(S(=O)(=O)N2CCCCC2)cc1NC(=O)CCNC(=O)c1ccco1	-4.0	·	5.1	-0.6	-8.9	-0.9	-9.2	-3.2	-1.2	-9.1
O=C(COc1ccc2ccc(=O)oc2c1)NC1CCN(Cc2ccccc2)CC1	-1.1	-13.8	-6.5	-1.7	-13.1	-0.9	-15.2	-10.2	5.2	-0.4
Cc1cccc(N2C(=O)c3cccc4c(N)ccc(c34)C2=O)c1	0.6	5.3	·	0.6	-12.4	1.4	-10.0	+	-3.0	-6.0
Cc1sc2nc(SCC(=O)NCc3cccs3)[nH]c(=O)c2c1C	-2.6	8.4	·	·	-0.2	-2.2	2.5	7.3	-1.1	-5.2
CCOc1cc(CN2CCN(CCc3ccccc3)C(CCO)C2)ccc1OC (stereo unspecified)	-4.3	-0.8	-10.2	0.3	-5.4	1.1	0.1	1.5	0.3	12.6
O=C(Nc1cccc(C(F)(F)F)c1)c1sc(Cl)nc1C(F)(F)F	-4.3	-4.5	-15.3	·	2.0	1.5	9.0	-1.3	0.9	2.9
COc1ccc(S(=O)(=O)N2CCN(CC(=O)Nc3cccc(F)c3)CC2)cc1	·	-0.8	-4.9	-4.9	-13.0	-1.8	1.0	-2.3	2.2	-13.5
Cc1cc(OCC(=O)NC2CCCCC2)ccc1Cl	·	2.2	43.7	-0.9	-4.5	-1.6	-1.9	3.6	3.0	4.4
O=C(OCC(=O)N1CCN(Cc2ccccc2)CC1)c1cc(Cl)ccc1[N+](=O)[O-]	36.9*	-3.3	-1.5	-0.5	-8.4	-0.1	-6.5	0.9	-0.7	-3.5
Cc1cc(C)n(-c2ccc(C(=O)Nc3ccc4c(c3)OCO4)cc2)n1	9.1	-1.7	64.4	-1.7	6.2	0.4	0.7	1.1	-6.3	1.7
O=C(Nc1cccc(Cl)c1)Nc1ccon1	-0.2	-1.8	1.3	-1.1	-6.4	-0.2	2.0	-5.5	-0.2	-4.3
O=C(NCCc1ccccc1Cl)c1cc(COc2ccc(F)cc2F)on1	·	-2.3	2.8	-2.4	-2.0	-0.6	-0.8	-3.0	-3.5	12.2
COc1ccc(N(C)C(=O)c2ccc(NC(=O)CCS(=O)(=O)c3cccs3)cc2)cc1	1.8	18.7	0.6	-2.7	-9.0	-0.3	14.3	0.2	0.4	-1.3
O=C(O)c1c(F)c(F)cc2ccccc12	·	2.4	12.3	-1.5	5.2	0.1	-4.9	1.1	-4.1	-3.4
CCC(=O)N1c2ccc(S(=O)(=O)CCC(=O)N3CCN(c4ccccc4F)CC3)cc2CC1C (stereo unspecified)	1.7	·	·	-0.2	-2.1	0.0	0.5	-3.7	4.2	1.6
COc1ccc(CN2C(=NC(=O)CCC3CCCC3)SC3CS(=O)(=O)CC32)cc1 (stereo unspecified)	-2.1	2.9	1.4	-1.1	-3.5	1.7	7.2	1.5	-1.7	-3.3
O=C(COC(=O)c1ccc(O)cc1)c1ccc2c(c1)OCCO2	38.5*	-8.1	78.9	-3.5	0.8	1.9	2.8	12.0	1.0	2.3
O=C(CCn1c(=O)sc2ccccc21)Nc1nc2ccccc2s1	2.4	·	·	-1.6	-0.1	-1.4	7.1	-2.5	0.0	13.2
Cc1cccc(N2CCN(C(=O)CN3C(=O)NC(C)(C4CC4)C3=O)CC2)c1C (stereo unspecified)	5.5	·	43.2	-0.1	-2.2	1.8	1.8	-3.5	1.0	-1.2
O=C(NC1CCS(=O)(=O)C1)/C(=C\c1ccco1)NC(=O)c1ccccc1 (stereo unspecified)	2.5	-4.9	4.3	-0.1	0.1	0.3	-6.8	1.2	-3.3	-8.2
CCc1ccc(NC(=O)c2ccc(-n3cncn3)c([N+](=O)[O-])c2)cc1	-1.3	-1.1	4.4	-2.0	-10.5	-1.8	-3.9	-0.1	0.7	0.8
COCC1CCN(C(=O)c2cc(COc3ccc(C)c(C)c3)on2)C1 (stereo unspecified)	1.3	-0.3	6.3	1.3	-5.9	-0.5	-5.0	-5.3	0.1	2.4

Entries listed above marked active in dFosB activator:
SMILES	Wnt act	CAL PDZ FP-1	MITF act	CAL PDZ FP-2	dFosB activator	CDK5 inh	Rtt109 Vps75	V-ATPase pH	Tat transport
CC[C@@H](C)[C@H](CNC)NC[C@@H](Cc1cccc2ccccc12)NCCc1cccc(C(F)(F)F)c1	-24.3	-0.1	-97.8	-0.5	19.1*	1.4	19.4	-2.5	-6.7

Screening results from PubChem BioAssay.
